High-throughput results as filed in PubChem.
KDM5B inh: Primary screen for KDM5B Histone Demethylases FDH-coupled qHTS | Lysine-specific demethylase 5B (Homo sapiens), Q9UGL1 | KDM5B demethylase, FDH-coupled NADH fluorescence (FDH is formaldehyde dehydrogenase) | Potency, µM (doses to about 57.7 µM), inactives show at the top dose activity change, negative = inhibition, hits mostly inhibitors | actives 2.6% (n = 220,000) | AID 1347165, 2019; active = well fitted inhibition curve with a large enough effect; inconclusive = small, poorly fitted or top-dose-only effect; inactive = no such curve, though single readings can be large or run the other way; note: 0% is about no effect; nearly all actives have a fitted effect of over 70% in size
Target sequence (Q9UGL1 whole entry, looked up): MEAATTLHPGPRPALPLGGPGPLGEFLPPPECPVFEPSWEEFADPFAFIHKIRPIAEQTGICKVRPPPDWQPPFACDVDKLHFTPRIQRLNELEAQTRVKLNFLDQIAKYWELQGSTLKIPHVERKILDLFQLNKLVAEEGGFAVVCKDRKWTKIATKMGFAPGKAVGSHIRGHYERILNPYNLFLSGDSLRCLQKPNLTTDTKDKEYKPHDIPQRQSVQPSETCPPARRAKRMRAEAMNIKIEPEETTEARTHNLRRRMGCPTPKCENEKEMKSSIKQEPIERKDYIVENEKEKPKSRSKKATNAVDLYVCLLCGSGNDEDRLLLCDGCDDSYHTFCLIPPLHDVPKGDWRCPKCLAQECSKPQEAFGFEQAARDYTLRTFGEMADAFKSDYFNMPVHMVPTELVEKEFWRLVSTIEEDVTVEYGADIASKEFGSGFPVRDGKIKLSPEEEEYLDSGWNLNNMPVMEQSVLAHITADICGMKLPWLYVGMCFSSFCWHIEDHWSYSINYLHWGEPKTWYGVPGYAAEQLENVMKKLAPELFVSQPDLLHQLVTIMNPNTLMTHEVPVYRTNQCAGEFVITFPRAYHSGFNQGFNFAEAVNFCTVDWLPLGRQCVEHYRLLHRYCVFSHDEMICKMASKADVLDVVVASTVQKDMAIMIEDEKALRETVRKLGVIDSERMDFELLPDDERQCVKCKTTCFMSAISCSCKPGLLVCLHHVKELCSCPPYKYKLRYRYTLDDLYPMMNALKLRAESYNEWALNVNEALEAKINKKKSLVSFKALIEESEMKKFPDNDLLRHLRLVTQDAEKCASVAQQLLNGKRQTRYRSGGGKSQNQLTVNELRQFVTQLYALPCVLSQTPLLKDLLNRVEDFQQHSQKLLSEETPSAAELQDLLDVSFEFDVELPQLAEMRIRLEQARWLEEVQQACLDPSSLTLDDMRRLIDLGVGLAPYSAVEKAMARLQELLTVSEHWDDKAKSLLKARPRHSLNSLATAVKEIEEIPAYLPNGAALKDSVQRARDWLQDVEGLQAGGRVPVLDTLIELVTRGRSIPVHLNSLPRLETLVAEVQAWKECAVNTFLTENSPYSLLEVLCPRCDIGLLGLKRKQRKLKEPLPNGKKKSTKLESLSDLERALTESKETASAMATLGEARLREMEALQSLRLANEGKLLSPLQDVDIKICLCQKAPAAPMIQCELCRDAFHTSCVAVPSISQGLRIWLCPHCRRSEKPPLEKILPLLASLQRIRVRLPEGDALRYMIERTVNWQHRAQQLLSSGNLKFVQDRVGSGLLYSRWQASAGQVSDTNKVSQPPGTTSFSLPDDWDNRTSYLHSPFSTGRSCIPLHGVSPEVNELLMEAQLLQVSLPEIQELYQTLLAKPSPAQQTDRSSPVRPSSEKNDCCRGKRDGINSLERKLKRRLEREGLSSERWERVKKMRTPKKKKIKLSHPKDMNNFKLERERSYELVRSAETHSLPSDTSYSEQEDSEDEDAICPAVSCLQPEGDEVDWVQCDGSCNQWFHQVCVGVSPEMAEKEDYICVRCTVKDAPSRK
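KDM5BΔAP (200 nM final) in 50 mM HEPES pH 7.5, 0.01% Tween-20 was preincubated 10 min at RT with compound over a concentration range. Substrate mix (H3K4me3 12.5 µM, α-KG 25 µM, Fe²⁺, ascorbate, NAD⁺, FDH) was added, and NADH fluorescence change over 30 min gave dose-response curves.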
The depositor's hits bear a star; i = inactive; ? = inconclusive; [ ] = another dose, or the depositor's remark. Potency is the fitted concentration of half-maximal effect.

KDM5B inh,Molecule
?,Cc1cc(C)nc(NS(=O)(=O)c2ccc(CC(C)C)cc2)c1
?,Cc1ccc(N2C(=O)N(CC(=O)C(C)(C)C)c3ccccc3S2(=O)=O)cc1C
-20%,CN(C)c1nsc(N2CCC3(CC2)C(C(=O)O)CC(=O)N3C)n1 (centres undefined)
?,COCCOc1ccnc(-c2noc([C@@H]3CCCN3CC3CC3)n2)c1
24%[86.2 µM],COc1cccc(-c2cnc([C@@H]3COCCN3Cc3cnc4ccccc4c3)[nH]2)c1
?,COc1ccc(N2CC(NC(=O)c3cc4ccccc4o3)CC2=O)cc1OC (centres undefined)
-19%,C=CCOc1ccc(C(=O)Nc2ccc(C)cc2C)cc1
-20%,CCOc1ccc(-c2nonc2NC(=O)c2oc3cc(Br)ccc3c2C)cc1
-33%,CS(=O)(=O)NCC(=O)N1CCCCCNC(=O)CC1c1ccccc1 (centres undefined)
-3%,CCCNC(=O)c1cc(=O)c2cc(Cl)ccc2o1
?,CCOc1ccc(C2Nc3c(C)cccc3-c3cc(C)nn32)cc1 (centres undefined)
0%,O=C1c2cccc3cc([N+](=O)[O-])cc(c23)C(=O)N1CC1CCCO1 (centres undefined)
11%,CCN(C(=O)C(C)S(=O)(=O)Cc1ccc(F)cc1Cl)c1ccccc1 (centres undefined)
28%[115 µM],O=C(c1ccc(Cl)cc1)N1CCn2c(nn(-c3ccc([N+](=O)[O-])cc3)c2=O)C1
-3%,CCOc1ccccc1NC(=O)CSc1nccn1-c1ccc(Cl)cc1
-18%[86.2 µM],CC1=C[C@@H](CNC(=O)Cn2cnnn2)[C@H](C(C)C)C[C@H]1Cc1nc2ccncc2[nH]1
?,N#Cc1ccc(C(=O)N2CCCN(CCc3ccccc3)c3ccccc32)cc1
?,N#Cc1nc(-c2ccccc2)oc1N1CCN(C(=O)c2cccs2)CC1
?,CC(=O)c1cccc(NC(=O)Cn2c(C)c3cnn(-c4ccccc4)c(=O)c3c2C)c1
-16%,Cn1ncc([N+](=O)[O-])c1C(=O)Nc1ccc(Cl)cc1
73%[activator],COc1cc2c(cc1OC)CN(CCC(C)c1ccc(Cl)cc1)CC2 (centres undefined)
-3%,COc1ccc(CCNc2ncnc3onc(C)c23)c(OC)c1
?,COc1ccc(C(CNC(=O)c2ccc(F)cc2)N2CCCC2)cc1 (centres undefined)
9%,COCc1cccc(C(=O)NC(C)c2cccc(OC(F)F)c2)c1 (centres undefined)
17%,O=C(c1ccoc1)N1CCC2(CC1)CC(N(C(=O)c1ccccc1)C1CC1)CCO2 (centres undefined)
17%,CSc1nc2sc3c(c2c(=O)n1CC(C)C)CC(C)(C)OC3
13%,COc1ccc2nc(/C=C/c3ccc(OC)c(OC)c3OC)sc2c1
-6%,CCCN1CCN(CC2=C(C(=O)OC)C(c3ccc(C)cc3)NC(=O)N2)CC1 (centres undefined)
-16%[86.2 µM],O=C(NCC1CN(Cc2cccnc2)CC12CN(c1ccccc1)C2)Nc1ccccc1 (centres undefined)
i,CN(C)S(=O)(=O)c1ccc(-c2nc(C#N)c(N3CCCC3)o2)cc1

In the list so far, three contain a cyano group.
KDM5B inh,Molecule
?,N#Cc1ccc(C(=O)N2CCCN(CCc3ccccc3)c3ccccc32)cc1
?,N#Cc1nc(-c2ccccc2)oc1N1CCN(C(=O)c2cccs2)CC1
i,CN(C)S(=O)(=O)c1ccc(-c2nc(C#N)c(N3CCCC3)o2)cc1

Further results follow.
KDM5B inh,Molecule
-3%,O=C(O)COc1ccccc1/C=N/NC(=O)CSc1nc2ccccc2c(=O)n1-c1ccc(Cl)cc1
-10%,O=C(c1ccccc1)N1Cc2ccccc2NC(=O)C12CCNCC2
-22%,Cc1ccc(C)c(Cn2c(-c3cccc(Cl)c3)nc(C)c(CCO)c2=O)c1
-10%,CNC(=O)N1C[C@@H](Oc2ccccc2)C[C@H]1C(=O)N1CCOCC1
24%,COc1ccc(-c2nc(SCC(=O)Nc3ccc4c(c3)OCCO4)c(-c3ccc(F)cc3)[nH]2)cc1OC
9%,Cc1nn2c(=O)cc(COC(=O)COc3ccc(F)cc3)nc2s1
-12%,CCc1nncn1C1CCN(S(=O)(=O)c2ccccc2)CC1
12%,CC(C)C(NC(=O)CSc1nc2cc([N+](=O)[O-])ccc2o1)c1ccccc1 (centres undefined)
-18%,CCCCn1c(N)c(N(CC(C)C)C(=O)c2ccc(C)o2)c(=O)[nH]c1=O
27%,COc1cc(OC)cc(C(=O)NCC2CCCN(C(=O)CCNC(C)=O)C2)c1 (centres undefined)
-22%[86.2 µM],Clc1ccc(CN2CCOC[C@H](Oc3cccnc3)C2)cc1
13%,COc1ccc(C(=O)NC2CCCCNC2=O)cc1OC (centres undefined)
-5%,CC1COc2ccccc2N1C(=O)c1ccccc1Cl (centres undefined)
-7%,O=C(c1nnc(CNC2CCOCC2)n1-c1ccccc1)N1CCC[C@@H]1C(c1ccccc1)c1ccccc1
4%,Cc1cc(C)n(CCC(=O)N2CCC(C3CCN(S(C)(=O)=O)CC3)C2)n1 (centres undefined)
-4%,COc1ccc(C(=O)CSc2nnc(CNC(=O)c3ccc(S(=O)(=O)N(C)C)cc3)o2)cc1
-18%,Cc1cccc(NC(=O)N2CCC3(CC2)SCC(=O)N3Cc2ccco2)c1
6%,CS(=O)(=O)N1CCC(NS(=O)(=O)c2cccc(Cl)c2)CC1
?,CCOc1ccc(-c2cn3c(n2)sc2cc(C(=O)NCCc4ccc(OC)c(OC)c4)ccc23)cc1
5%,O=C(Nc1ccc(Br)cc1)c1cc(-c2cccnc2)nc2ccccc12
-21%,CCOc1ccc(CC(=O)NCCn2ccn3nc(-c4ccc(C)cc4C)cc3c2=O)cc1
-3%,COc1ccc(OCC(O)CN2CCN(c3ncccn3)CC2)cc1 (centres undefined)
?,CC(C)CN1C(=O)CCc2cc(NC(=O)c3ccc4c(c3)OCO4)ccc21
15%,C=C(C)CNC(=S)N/N=C/c1cccc(C(F)(F)F)c1
?,Cc1ccc(S(=O)(=O)Cc2nc(-c3ccc(C(=O)NCCN(C)C)cc3)oc2C)cc1
-26%,CN1CCCCCC(O)c2cc(C(=O)N3CCN(c4ccc(F)cc4)CC3)ccc21 (centres undefined)
17%,O=C(NCc1noc2ccccc12)N1CCN(c2ccccc2F)CC1
-26%,CCCCCn1c(C)c2c(OCC)cccc(=O)c2c1C
-19%,CC(=O)Nc1ccc(NC(=O)CSc2nnc(NC(=O)c3ccc(Br)o3)s2)cc1
-1%,Cc1cccc(C)c1-n1nnnc1C1(Nc2ccccc2)CCCC1
21%,O=C(Nc1c(NC2CCCC2)c2ccccc2oc1=O)c1ccc(Br)o1
-21%,CNS(=O)(=O)c1cn(CC(=O)Nc2ccc(C(C)=O)cc2)cc1S(=O)(=O)NC
0%,O=C1CC2(C(=O)N(CC3CCCCC3)c3ccccc32)c2cnn(-c3ccccc3)c2N1 (centres undefined)
?,CC(C)n1nc(OC(C)(C)C(=O)NCC2CCOCC2)c2cc(CN3CCOCC3)ccc21
?,COc1ccc(Cl)cc1-c1ccc2c(c1)C(=O)N1CC[C@H](NC(=O)c3cccs3)C[C@H]1C(=O)N2
-7%,CCN(C(=O)Cn1c(SCC(=O)NCc2ccccc2)nc2ccccc21)c1cccc(C)c1
?,O=C(CSC1=Nc2ccccc2C2=NC(Cc3ccccc3)C(=O)N12)Nc1ccccc1 (centres undefined)
20%,Cc1ccc(C(O)CNC(=O)Nc2ccc(C)cc2C)cc1 (centres undefined)
?,COc1ccc(CNC(=O)c2cnc3sc(N4CCCC4)nn3c2=O)c(OC)c1
-2%,O=C(/C(=C\OCc1ccc(Cl)cc1)Cc1ccc(Cl)cc1)c1ccccc1
-9%,Cc1cnc(C2CC2)n1C1CCCN(C(=O)CC(C)C)C1 (centres undefined)
-14%,COc1cccc(CNC(=O)Cc2csc3ccccc23)c1OC
-77%,CCN(CC)CCSc1nc2ccc(OC)cc2[nH]1
-21%[86.2 µM],CC(=O)N1CCc2nc(C3CC3)nc(-c3ccc(Cl)cc3)c2C1
10%,CC(C)(C)CC(=O)Nc1nnc(SCC(=O)NC2CCCC2)s1
?,CN1CCN(C(=O)c2ccc(-c3cccs3)s2)CC1
-4%,O=C(Nc1ccccc1)N1CCC(c2nc(CCOc3ccc(F)cc3)no2)C1 (centres undefined)
-18%,COc1ccc(NC(=O)C2CCCN(C(=O)c3cnn(-c4ccccc4)c3-n3cccc3)C2)cc1 (centres undefined)
28%,CCOC(=O)C(NC(=O)/C=C/c1c(F)cccc1Cl)C(=O)OCC
12%,CC(=O)c1ccc(OCCCC(=O)Nc2cc(Cl)ccc2-n2cncn2)cc1
-29%[86.2 µM],Cn1cc(CN2C[C@@H](F)[C@@H](OCc3nc4ccccc4n3C)C2)cn1
-21%,Cc1ccc(NC(=O)c2nc(S(C)(=O)=O)ncc2N(Cc2cccc(F)c2)Cc2ccco2)cc1C
?,COCC1CN(C)CC12CCN(Cc1ccc(C#N)cc1)CC2 (centres undefined)
22%,COCCCNC(=O)c1cc2cc(Cl)ccc2nc1C
?,O=C(Cn1cccc1-c1nc(-c2ccc3c(c2)OCO3)no1)Nc1ccc(F)cc1
?,COc1ccc(NC(=O)c2nnn(Cc3ccccc3C)c2N)c(OC)c1
?,Cc1cn2nc(C(=O)NCc3ccco3)cc2c(=O)[nH]1
32%[activator][149 µM],Clc1ccc(CN2CCC3(CC2)CC(c2cccnc2)=NO3)cc1
-7%,C=CCN(CC=C)C(=O)C1CCN(C(=O)c2cccc(F)c2)CC1
6%,CCN(Cc1ccccc1)C(=O)Cn1c(=O)n(-c2ccc(Cl)cc2)c(=O)c2c(C)c(C(=O)N(C)C)sc21

The listing continues:
KDM5B inh,Molecule
-8%,OCC1(Cc2ccccc2)CCN(CCCC2CCCC2)CC1
13%[115 µM],O=C1NCc2ccccc2CC12CCN(Cc1ccc(-c3ccccc3)cc1)CC2
9%,Cc1cc(S(=O)(=O)Nc2ccc(Cl)c(C(F)(F)F)c2)sc1C(=O)O
-11%,Cc1ccc2c(=O)c(C(=O)c3ccccc3)cn(CC(=O)NCc3ccccc3)c2n1
?,C/C(CC(=O)Nc1ccc2ccccc2c1)=N\NC(=O)c1ccc(O)c(O)c1
26%,CCOC(=O)C1=C(COC(=O)Cc2ccc(Br)cc2)NC(=O)NC1C (centres undefined)
27%,COc1ccc(C(=O)N2CCC(N3CC4CCCN4C3=O)CC2)cc1 (centres undefined)
-1%,O=C(Nc1ccc(OCc2cc(=O)n3ccccc3n2)cc1)c1ccccc1Cl
9%,CCOc1ccc(-c2nnc(SCC(=O)Nc3cc(F)ccc3F)o2)cc1
?,O=C(Cn1cc(SCc2ccc(C(F)(F)F)cc2)c2ccccc21)N1CCCC1
-6%,S=C(NCc1ccccc1)Nc1ccc(Cl)c(Cl)c1
?,O=C(Nc1cccc(NC(=O)c2ccccc2F)c1)c1ccccc1
?,Cc1cccc(N2CCN(C(=O)c3ccc4c(c3)c(C)c(C)n4C)CC2C)c1 (centres undefined)
-17%,N#CC1=C(N)Oc2nc(SCc3ccccc3Cl)nc(N)c2C1c1cccc(F)c1 (centres undefined)
-17%,Cc1nc(N2CCC(C(=O)NC3CCC(C)CC3)CC2)cc(C(F)(F)F)n1 (centres undefined)
-4%,COCCOCC(=O)NCCc1noc(-c2cccnc2)n1
5%,CCc1cc(=O)[nH]c(N2CCOCC2)n1
20%,CCCCc1nn(CC(=O)NCc2nc3c(s2)CCCC3)c(=O)n1CC
?,COc1ccc(/C=C/C(=O)NCCSCc2ccco2)cc1OC
-29%,CC(=O)c1c(C)oc2c1cc(NS(=O)(=O)c1ccc(C(C)(C)C)cc1)c1ccccc12
?,COc1ccc([S+](=O)([O-])c2nnn3c2nc(NC2CCCC2)c2ccccc23)cc1
-6%,N#Cc1cc2c(nc1SCCOc1ccccc1)CCCCC2
-9%,O=C1CN(CC(=O)Nc2c(Cl)cccc2Cl)CCN1
-1%,Cc1ccccc1COc1ccccc1C=O
-8%,Cc1ccc2nc(NC(=O)NC3CC(=O)N(c4ccc5c(c4)OCCO5)C3)sc2c1 (centres undefined)
-16%,CC(C)CCn1c(SCc2cccc(F)c2)nc2ccsc2c1=O
2%,CCc1ccc2occ(CC(=O)Nc3c(C(=O)c4ccccc4)oc4ccccc34)c2c1
28µM*,O=C(NC1CC1)c1nc(-c2ccc(Cl)cc2Cl)c2ccccn12
20%,O=C(NCc1cccs1)C1CCN(C(=O)c2ncn3c2COC(c2ccccc2)C3)CC1 (centres undefined)
?,COc1ccc(CNC(=O)N2c3ccccc3CC2c2nc(C(C)C)no2)cc1 (centres undefined)
?,CC(C)(C)N(Cc1cn(Cc2ccccc2)nn1)S(=O)(=O)c1ccc(N2CCCCC2)cc1Br

7 entries already listed, ordered by the number in KDM5B inh, lowest first.
Molecule,KDM5B inh
Cc1nc(N2CCC(C(=O)NC3CCC(C)CC3)CC2)cc(C(F)(F)F)n1 (centres undefined),-17%
S=C(NCc1ccccc1)Nc1ccc(Cl)c(Cl)c1,-6%
COCCOCC(=O)NCCc1noc(-c2cccnc2)n1,-4%
CCc1ccc2occ(CC(=O)Nc3c(C(=O)c4ccccc4)oc4ccccc34)c2c1,2%
CCc1cc(=O)[nH]c(N2CCOCC2)n1,5%
O=C(NCc1cccs1)C1CCN(C(=O)c2ncn3c2COC(c2ccccc2)C3)CC1 (centres undefined),20%
CCOC(=O)C1=C(COC(=O)Cc2ccc(Br)cc2)NC(=O)NC1C (centres undefined),26%

A portion of the library (hit frequency here may not be typical).
